STK33 inh: blocks human STK33 kinase activity; Q9BYT3; AID 2661; actives 0.073% (n = 320,000); inhibition, % at 10 µM; purified STK33, MBP phosphorylation, ADP-Glo luminescence;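 active means inhibition at or above 25%, using the most active replicate where run in duplicate; inactive means inhibition below 25%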
Target sequence (Q9BYT3 whole entry, looked up): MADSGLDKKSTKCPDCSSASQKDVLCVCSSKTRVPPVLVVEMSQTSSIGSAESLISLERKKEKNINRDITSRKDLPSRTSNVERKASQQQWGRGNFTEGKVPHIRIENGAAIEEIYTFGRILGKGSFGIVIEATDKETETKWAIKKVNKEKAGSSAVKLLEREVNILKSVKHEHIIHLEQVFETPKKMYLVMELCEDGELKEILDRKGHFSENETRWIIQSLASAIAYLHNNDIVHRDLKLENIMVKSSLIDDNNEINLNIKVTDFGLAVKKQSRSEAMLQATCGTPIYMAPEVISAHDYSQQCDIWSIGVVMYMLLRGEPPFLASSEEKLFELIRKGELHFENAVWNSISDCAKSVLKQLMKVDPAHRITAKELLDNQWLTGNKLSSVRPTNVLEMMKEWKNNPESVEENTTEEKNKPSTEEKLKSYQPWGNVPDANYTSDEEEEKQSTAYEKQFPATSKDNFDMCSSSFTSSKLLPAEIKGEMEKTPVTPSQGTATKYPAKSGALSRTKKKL
Active calls of the source: *.

Structure,STK33 inh
O=C(COc1ncnc2ccccc12)NC1CCCCC1,-2.0
NS(=O)(=O)c1ccc(NC(=O)COC(=O)c2c3c(nc4ccccc24)/C(=C\c2ccc4c(c2)OCO4)CCC3)cc1,-0.8
Cc1cc(C)cc(OCC(=O)OCC(=O)Nc2cc(S(=O)(=O)N3CCOCC3)ccc2Cl)c1,-2.6
C#CCOCCOCCOCCNc1nc(N2CCN(C(=O)C([C@@H](C)O)n3cc([C@@H](N)CCCCN)nn3)CC2)nc(N2CCN(C(=O)[C@H](CCC(=O)O)n3cc([C@@H](N)[C@H](C)CC)nn3)CC2)n1 (some centres not stated),-0.7
O=C(NC1CCCCCCC1)c1ccc(F)c(S(=O)(=O)N2CCOCC2)c1,-1.1
COc1ccc2sc(-c3ccccc3OC)c(-c3ccc4c(c3)OCCO4)c2c1,0.5
O=C(COc1ccccc1[N+](=O)[O-])NCC1COc2ccccc2O1 (configuration not stated),2.1
C[C@H]1COC(=O)[C@@H](Cc2ccc(F)cc2)C/C=C\C[C@H](CC(=O)NCCO)C(=O)N1,0.4
C=CC[C@H](CC(=O)NCCO)C(=O)NC[C@H](OC(=O)[C@@H](CC=C)Cc1ccc(F)cc1)c1ccccc1,2.3
C[C@H](CO)N1C[C@H](C)[C@@H](CN(C)C(=O)Nc2ccccc2)Oc2c(NC(=O)Cc3ccccc3)cccc2C1=O,-0.4
CCOc1ccc(NC(=O)CN(C)C(=O)c2ccccc2Cc2ccccc2)cc1OCC,-0.5
Cc1ccc(CNC(=O)c2cc(-c3ccccc3C)n(CC3CC(c4cccc([N+](=O)[O-])c4)=NO3)n2)cc1 (configuration not stated),-0.9

An excerpt from above in order of molecular weight, highest first:
Structure,STK33 inh
Cc1cc(C)cc(OCC(=O)OCC(=O)Nc2cc(S(=O)(=O)N3CCOCC3)ccc2Cl)c1,-2.6
CCOc1ccc(NC(=O)CN(C)C(=O)c2ccccc2Cc2ccccc2)cc1OCC,-0.5
C[C@H]1COC(=O)[C@@H](Cc2ccc(F)cc2)C/C=C\C[C@H](CC(=O)NCCO)C(=O)N1,0.4
O=C(COc1ccccc1[N+](=O)[O-])NCC1COc2ccccc2O1 (configuration not stated),2.1

Going on with the list.
Structure,STK33 inh
CNc1snc(C)c1C(=O)OCC(=O)c1cc(F)ccc1OC,-0.2
CCN(C(=O)COC(=O)c1ccc2c(c1)OCO2)c1ccccc1,-0.8
Cc1ccccc1NC(=O)COC(=O)[C@@H]1CCCN1C(=O)c1cccs1,-2.6
O=C(CNC(=O)c1ccccc1F)NCc1ccncc1,-1.3
C=CCN1C(C(=O)c2ccccc2)=C(OC(=O)COc2ccccc2)c2ccccc2S1(=O)=O,-0.4
O=c1/c(=C/c2ccc(O)cc2)sc2n1CCCN=2,4.9
Cn1nnnc1SCC(=O)c1c(N)n(C2CC2)c(=O)[nH]c1=O,0.1
CC(=O)N1CCN(C(=O)COC(=O)c2ccc(S(C)(=O)=O)cc2)CC1,1.2
O=C(Nc1ccc2ccccc2c1)[C@@H]1C[C@H]1[C@@H](NP(=O)(c1ccccc1)c1ccccc1)c1ccccc1,0.2
Cc1cccc(C(=O)OCC(=O)N(C)CC(=O)Nc2ccc(Cl)c(C(F)(F)F)c2)c1,-1.2
COc1ccc(OCC(=O)N2c3ccccc3CC2C)c([N+](=O)[O-])c1 (configuration not stated),-1.1
O=C(COC(=O)/C=C/c1ccccc1Cl)NC(=O)NCc1ccccc1,1.1
CC(C)(C)OC(=O)[C@H](CCCCN)NC(=O)c1nc[nH]c1C(=O)N[C@@H](CCCCN)C(=O)OC(C)(C)C,-0.4
O=C(NCc1ccccc1CN1CCCC1)C1CCN(S(=O)(=O)c2ccc(F)c(F)c2)CC1,-0.6
O=C(COC(=O)CCSc1ccccc1)Nc1ccccc1,0.0
CC1CN(C(=O)c2cc(-c3ccncc3)nc3ccccc23)CC(C)O1 (configuration not stated),0.5
O=C(O)COc1ccccc1C=NNc1ccc([N+](=O)[O-])cc1S(=O)(=O)Nc1ccc(Cl)cc1,-2.4
Clc1ccccc1-c1ccc2ncnc(NCc3ccc4c(c3)OCO4)c2c1,0.3
O=C(c1cc(Sc2ccc(Cl)cc2)nc2ccccc12)N1CCN(c2ccccn2)CC1,-0.6
O=C(NCc1cccnc1)c1cn(CCc2ccccc2)nn1,0.5
O=C1Nc2ccccc2CCc2ccccc21,0.0
C=CCNc1nc(N)c(C(=O)c2ccc3c(c2)OCO3)s1,2.4
Cc1ccc(S(=O)(=O)N2CCOCC2)cc1C(=O)OCC(=O)c1ccc[nH]1,-0.6
CC1CCCC(C)N1C(=O)c1ccc(S(=O)(=O)N2CCCC2)cc1 (configuration not stated),1.0
CC(=O)c1ccc(OC(=O)CCNC(=O)c2ccccc2)cc1,-0.7
COc1ccc(C(=O)NCC(=O)N2CC=C(c3ccccc3)CC2)cc1OC,-0.8
O=C(COC(=O)CCc1c[nH]c2ccccc12)Nc1ccccc1C(F)(F)F,-1.0
O=C(CNC(=O)c1ccc2c(c1)OCO2)NCCOc1ccc(Cl)cc1,0.1
C=CC[C@@H](CC(=O)N(CCO)Cc1ccccc1)C(=O)N[C@@H](COC(=O)[C@H](CC=C)CC(=O)OC(C)(C)C)Cc1c[nH]c2ccccc12,0.2
O=C(NC1(Cc2ccccc2)CCN(CCCc2ccccc2)C1=O)c1ccccc1 (configuration not stated),0.2
Cc1cc(Br)ccc1NC(=O)CN(C)C(=O)CNC(=O)Cc1ccccc1,-1.1
CC(C)(C)OC(=O)C[C@H]1C/C=C\C[C@H](CC(=O)NCCO)C(=O)NCCOC1=O,0.4
O=C(COC(=O)c1ccccc1Br)NCC1CCCCC1,0.0
Cc1ccccc1NC(=O)Cc1nc(COC(=O)COc2ccc(C(C)(C)C)cc2)cs1,-0.7
C[C@@H]1COC(=O)[C@H](NC(=O)OCC2c3ccccc3-c3ccccc32)C/C=C\C[C@@H](CC(=O)N(CCO)Cc2ccccc2)C(=O)N1,-0.8
COc1cc2cnc(-c3cccnc3)cc2cc1OC,1.9
Cn1nnnc1Sc1ncnc2scc(-c3cccc(S(C)(=O)=O)c3)c12,-0.6
O=C(OCC(=O)C12CC3CC(CC(C3)C1)C2)c1ccc(CO)cc1,1.4
COCCn1c(SCC(=O)NCCCN2CCCC2=O)nc2ccccc2c1=O,-0.7
O=C(CNC(=O)c1ccco1)NCC(c1ccco1)N1CCCCC1 (configuration not stated),-0.9
O=C(NCC(=O)N1CCN(C(=O)c2ccco2)CC1)c1cccc(Cl)c1,-0.7
CCOc1ccccc1NC(=O)CN(c1ccc(C)cc1)S(=O)(=O)c1c(C)noc1C,0.7
CC(=O)C[C@@H](O)CC(=O)[C@@H]1OC(=O)CCCCC/C=C/Cc2ccccc21,-0.2
O=C(COc1ccccc1)NCC(=O)N1CCCCCC1,0.5
COc1ccc([C@H]2CC(=O)C=C(c3ccc(C)c([N+](=O)[O-])c3)C2)cc1,-1.0
O=c1oc(C2(O)CCCCC2)cc2ccc(Br)cc12,-0.2
COc1ccc(S(=O)(=O)N(C)C[C@@H]2Oc3ccc(NC(=O)Nc4c(C)noc4C)cc3C(=O)N([C@H](C)CO)C[C@@H]2C)cc1,-1.4
CC(=O)NC12CC3CC(C1)CC(C(=O)N1CCN(S(=O)(=O)c4cccs4)CC1)(C3)C2,0.9
COc1ccc(NC(=O)CC2SC(N3CCOCC3)=NC2=O)c(OC)c1 (configuration not stated),0.2
CCN(CC(=O)Nc1c(F)cccc1F)C(=O)Cc1c(C)nc2ccccc2c1C,-0.1
Oc1cc2c(cc1O)CN(C(=S)NCCc1ccc(Cl)cc1)CCC2,0.2
Cc1noc(C)c1COc1cccc(C(=O)N(C)Cc2nc3ccccc3c(=O)[nH]2)c1,-0.3
Nc1ccn(CC(=O)N2CCN(c3ccccn3)CC2)c(=O)n1,3.3
Cc1cc(Br)ccc1NC(=O)CNC(=O)CSc1ncccn1,0.7
CCCN(CC(=O)Nc1ccccc1OC)C(=O)CCC(=O)c1ccc(Cl)s1,0.9
COc1cccc(NC(=O)C2CC(=O)n3cnnc3S2)c1 (configuration not stated),-2.2
CCCCn1c(C)nc2cc(S(=O)(=O)N3CCOCC3)ccc21,-0.9
Cc1ccc(C(=O)NNC(=O)c2cc(C)nc3ccccc23)cc1,0.7
C[C@@]12CCC3[C@@](CCC4[C@@]3(C)CCC[C@@]4(C)C(=O)Nc3ccc(Cl)cc3)(CC1=O)C2 (some centres not stated),-2.2
CCN(CC)c1ccc(/C=C2\C(=O)c3ccc(C(=O)O)cc3C2=O)cc1,60.8*

Looked up above.
In STK33 inh, O=C(CNC(=O)c1ccc2c(c1)OCO2)NCCOc1ccc(Cl)cc1 has the entry 0.1
In STK33 inh, CC1CN(C(=O)c2cc(-c3ccncc3)nc3ccccc23)CC(C)O1 (configuration not stated) has the entry 0.5
In STK33 inh, C=CC[C@@H](CC(=O)N(CCO)Cc1ccccc1)C(=O)N[C@@H](COC(=O)[C@H](CC=C)CC(=O)OC(C)(C)C)Cc1c[nH]c2ccccc12 has the entry 0.2
In STK33 inh, NS(=O)(=O)c1ccc(NC(=O)COC(=O)c2c3c(nc4ccccc24)/C(=C\c2ccc4c(c2)OCO4)CCC3)cc1 has the entry -0.8
In STK33 inh, O=C(Nc1ccc2ccccc2c1)[C@@H]1C[C@H]1[C@@H](NP(=O)(c1ccccc1)c1ccccc1)c1ccccc1 has the entry 0.2
In STK33 inh, COc1ccc(C(=O)NCC(=O)N2CC=C(c3ccccc3)CC2)cc1OC has the entry -0.8

New compounds follow:
compound	STK33 inh
CCN(CC(=O)Nc1c(F)cccc1F)C(=O)Cc1ccc2c(c1)OCCO2	-1.1
C[C@H](CO)N1C[C@H](C)[C@@H](CN(C)C(=O)NC2CCCCC2)Oc2ccc(NS(=O)(=O)c3cn(C)cn3)cc2C1=O	-0.7
CN1CCCN(C(=O)CNC(=O)c2ccccc2Br)CC1	0.0
COc1ccc(C(CNC(=O)c2cccc(S(=O)(=O)N3CCc4ccccc43)c2)N(C)C)cc1 (configuration not stated)	-0.8
COc1ccc(OCC(=O)Nc2nc3cc4c(cc3s2)OCCO4)cc1	-0.4
CC(C)(C)OC(=O)C[C@H]1C/C=C\C[C@@H](CC(=O)N(CCO)Cc2ccccc2)C(=O)NCCOC1=O	-1.8
C[C@H](CO)N1C[C@H](C)[C@@H](CN(C)C(=O)NC2CCCCC2)Oc2ccc(NS(=O)(=O)c3cccs3)cc2C1=O	0.2
CC(OC(=O)C1=COCCO1)C(=O)NC1(C#N)CCCCC1 (configuration not stated)	0.8
O=C(Cc1c(O)c2ccccc2[nH]c1=O)NCc1ccccc1F	0.2
COc1cc(OC)cc(C(=O)NCCCCCCNC(=O)c2cc(OC)cc(OC)c2)c1	0.5
CNS(=O)(=O)c1ccc(C(=O)NCC(=O)NCC2COc3ccccc3O2)cc1 (configuration not stated)	8.0
O=C(C[C@H]1C/C=C\CC[C@@H](Cc2ccc(F)cc2)C(=O)O[C@H](c2ccccc2)CNC1=O)N[C@H](CO)Cc1ccccc1	0.0
COc1cc(C(=O)NNC(=O)COc2cccc(F)c2)ccc1OCC(=O)N1CCOCC1	0.2
Cc1ccc(-c2csc(NCCn3c(C)nc4cc(C(F)(F)F)ccc43)n2)cc1	1.4
CCCCN1C(=N)N([C@@H](CN2CCC[C@H]2CN2C(N)=NC[C@@H]2Cc2ccccc2)C(C)C)C[C@H]1Cc1ccccc1	1.6
CC1CCCC(C)N1C(=O)COC(=O)COc1ccccc1C#N (configuration not stated)	0.1

Three compounds from above, ordered by the number in STK33 inh, descending.
compound	STK33 inh
CNS(=O)(=O)c1ccc(C(=O)NCC(=O)NCC2COc3ccccc3O2)cc1 (configuration not stated)	8.0
Cc1ccc(-c2csc(NCCn3c(C)nc4cc(C(F)(F)F)ccc43)n2)cc1	1.4
COc1cc(C(=O)NNC(=O)COc2cccc(F)c2)ccc1OCC(=O)N1CCOCC1	0.2

Following part:
compound	STK33 inh
O=C(COC(=O)c1ccccc1Br)Nc1cccnc1Cl	-1.2
CCOC(=O)[C@H]1[C@H]2COc3ccc(Cl)cc3[C@@H]2N2C(=O)CN(Cc3ccc(C)cc3)C(=O)[C@@]12C	-1.2
CC(=O)c1ccc(N2CCN(C(=O)CCS(=O)(=O)c3ccc(C)cc3)CC2)cc1	1.0
C/C(=N\NC(=O)c1cccc(S(=O)(=O)N2CCCC2)c1)c1ccncc1	0.2
CC(=O)Nc1ccc(C2=CC(=O)CC(C)(C)C2)cc1	-1.3
Nc1cc(=O)[nH]c(SCc2cccc(Cl)c2)n1	-1.5
O=C(Nc1cc(S(=O)(=O)N2CCCCC2)ccc1Cl)c1ccncc1	-1.8
CCN(C(=O)CSc1nc(C)nc2sc(C)c(C)c12)c1ccc(F)cc1	-0.8
CCOc1ccc(Br)cc1S(=O)(=O)Nc1ccc(S(=O)(=O)Nc2cc(C)on2)cc1	-0.7
O=C(c1nc2nc(-c3ccccc3)cc(C(F)(F)F)n2n1)N1CCCCC1	0.2
CCOC(=O)C1=C(COC(=O)c2cccnc2SC)NC(=O)NC1C (configuration not stated)	1.6
COc1cc(OC)cc(C(=O)NNC(=O)c2nn(C)c(=O)c3ccccc23)c1	-0.2
CC(C)(C)C1CCC(C(=O)Nc2ccccc2N2CCOCC2)CC1 (configuration not stated)	-0.7
COc1ccc(C(=O)OCC(=O)c2ccc[nH]2)cc1	-1.2
CC(Oc1ccccc1F)C(=O)NNC(=O)c1cccc(S(=O)(=O)N2CCN(C)CC2)c1 (configuration not stated)	-0.9
CC(C)NC(=O)N(C)C[C@H]1Oc2ccc(NC(=O)NC3CCCCC3)cc2C(=O)N([C@H](C)CO)C[C@@H]1C	-0.5
O=C(N/N=C/c1ccccc1C(=O)O)c1cccc(S(=O)(=O)N2CCOCC2)c1	-0.5
C[C@H](CO)N1C[C@H](C)[C@@H](CN(C)C)Oc2c(NS(=O)(=O)c3ccc(F)cc3)cccc2C1=O	-0.8
Brc1ccc(C2Nc3cccc4cccc(c34)N2)s1	0.0
COC(=O)[C@]1(Cc2ccccc2)N[C@H](CN(C)S(=O)(=O)c2ccc(OC)cc2)[C@@H]2C(=O)N(C)C(=O)[C@@H]21	-0.1
CCc1ccc(N=Nc2ccc(O)c3[nH]cnc23)cc1	-0.7
Cc1c(C(=O)N2CCN(C3CCS(=O)(=O)C3)CC2)oc2c(F)cccc12 (configuration not stated)	-0.6
CSc1ncccc1C(=O)OCC(=O)NC1CCCc2ccccc21 (configuration not stated)	1.1
C[C@H]1CN=C(N(C)C)N1CC1CCC(C(C)(C)C)CC1 (some centres not stated)	-2.3
CC(C)Cn1c(SCC(=O)O)nnc1-c1cccc(S(=O)(=O)N2CCOCC2)c1	0.5
O=c1oc([C@@H](O)c2ccccc2)cc2ccccc12	-0.4

This is a subset, so the mix of outcomes need not match the whole.
